Screening results (PubChem)
Ins promoter up: MIN6 insulin promoter up-regulation. actives 0.3% (n = 190,000). z-score at 5 µM. MIN6 insulin promoter-GFP reporter, high-content imaging; active compounds read high;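 active = z-score above 3 at 5 µM with at least 500 cells counted in the well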
West Nile virus CPE: inhibition of WNV-induced cytopathic effect – cell-based, CPE readout (AID 1621). West Nile virus-infected cells, CPE inhibition; higher % means a stronger effect. CPE inhibition, % at 10 µM, or IC50 in µM where a hit was titrated. actives 0.02% (n = 290,000); in the data active = a potency from the dose series; note: strong numbers were not always called active
T cell HTS: modulates CD8 T cell binding to vesicles; 2C CD8+ T cell-vesicle binding, flow cytometry; active compounds read low; calls only at 7 µM; actives 0.068% (n = 330,000);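 active = response, share of CD8 T cells binding vesicles, and their 90th percentile fluorescence all below set limits, cut at about 80% in these data, passing the limit was not always enough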
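Assay system – 2C mouse CD8+ T cells · Also added – QL9-loaded Drosophila micro-vesicles · Timing – Cell–vesicle co-incubation 1.5 h at 37 °C, staining 20 min on ice · Signal – flow cytometry of vesicle-bound cells · Measure – percent CD8+ FL2 mean versus row control · Controls – Peptide-free naked vesicles (low) and QL9 vesicles with 0.7% DMSO vehicle (high)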
WT yeast gro inh: growth inhibition of WT yeast, mitochondrial fusion screen; mitochondrial fusion phenotypic screen, WT strain; inhibition, % at 10 µM; actives 2.1% (n = 190,000); in the data active = inhibition above about 58%; tested in S. cerevisiae
Myeloid diff 2: myeloid differentiation induction | AID 624256 | calls only at 10 µM | actives 1% (n = 360,000) | ER-HoxA9 myeloid progenitors, lysozyme-GFP differentiation, flow cytometry;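 active = normalized GFP-positive differentiation at or above the plate's own cutoff, the solvent-only control mean plus 3 SD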;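 note: cells exposed to compound for four days before flow analysis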
Hep lipid drop: modulators of hepatic lipid droplet formation; AML12 mouse hepatocytes, oleate lipid droplets, BODIPY imaging; inhibition, % at 6.5 µM; AID 1656; actives 0.4% (n = 240,000);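 active = lipid droplet intensity inhibited by at least 50%, with more than 500 cells counted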
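Test system: AML12 hepatocytes (mouse); reagent: oleate loading, 100 µM; dosing: one dose, 6.5 µM compound; incubation: overnight exposure; signal: fluorescence imaging, 20x objective, two fields per well; read-out basis: % inhibition of corrected integrated BODIPY droplet signal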
b-catenin transl: alters nuclear translocation of beta-catenin in HeLa cells. nuclear translocation activity, % at 5 µM. actives 0.3% (n = 190,000). AID 1665. immunofluorescence imaging;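 active = nuclear translocation activity above 50% at 5 µM, with a well cell count of 50 or more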;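 note: per-cell ratio of nuclear to cytoplasmic median beta-catenin stain intensity; plate controls were DMSO negative control for no effect and GSK-3 inhibitor IX positive control for full effect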
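System: HeLa cells, endogenous beta-catenin; compound dosing: 5 µM primary single dose, 0.1% DMSO, 0.02–20 µM confirmation series; incubation: 24 h compound exposure at 37°C, 5% CO2; signal: beta-catenin immunofluorescence imaging with DAPI; evaluation: % activation, nuclear-to-cytoplasmic median beta-catenin signal ratio per cell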
Autophagy mod: autophagy modulation, high-content screen | actives 0.98% (n = 190,000) | MEF GFP-LC3 puncta imaging; test concentration mostly 10 µM | calls only at 10 µM (by protocol) | AID 463193;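 active = percentage of spot-positive cells more than 3 SD above its plate mean, without a fluorescence outlier flag or 80% toxicity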;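 note: spot-positive cell cutoff set from DMSO-treated cells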
MT stabilizer: microtubule stabilizers in HeLa cells | HeLa tubulin immunostaining HCS, 24 h; share of cells brighter than vehicle mean+2SD | % tubulin-high responders, % at 10 µM | actives 0.83% (n = 200,000) | AID 2205;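 active = plate Z-score above 3 for both tubulin-high and condensed-nucleus cell shares, with cell loss under 80%, at 10 µM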;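 note: anti alpha tubulin signal scored within the nucleus-defined area of each cell; some results filed as inactive read as strong as hits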
WT yeast gro inh mutant strain: second read-out of WT yeast gro inh, no call of its own (marks repeat the call); inhibition, %; mitochondrial fusion phenotypic screen, mutant strain inhibition
Ins promoter up cell count: recorded beside Ins promoter up, whose call it bears; cell count; measured here: cytotoxicity, nuclei count;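 total cells summed across four imaged fields per well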
Hep lipid drop cells 6.5 µM: further read-out of Hep lipid drop, marked with its call; cell count; measured here: cell count, cytotoxicity flag;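 cells counted across two imaged fields per well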
b-catenin transl cell count 5 µM: second read-out of b-catenin transl, no call of its own (marks repeat the call); cell count; measured here: cell count, cytotoxicity flag
T cell HTS vesicle-bound %: recorded beside T cell HTS, whose call it bears; double positive events, %; measured here: CD8+ vesicle-bound cell fraction;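 binding gate set so that unloaded-vesicle control wells show 10% double positive cells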
MT stabilizer Hoechst-high %: recorded beside MT stabilizer, whose call it bears; % Hoechst-high responders; measured here: nuclear condensation Hoechst responders;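 share of cells brighter than vehicle mean plus two SD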
MT stabilizer cytotoxicity %: recorded beside MT stabilizer, whose call it bears; toxicity, %; measured here: cytotoxicity by cell density;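 0% = mean cell density of plate MIN control wells and 100% = no cells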
Autophagy mod cell loss 18 h: second read-out of Autophagy mod, no call of its own (marks repeat the call); toxicity, %; measured here: cell loss, nuclei count;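 cell loss after 18 h compound exposure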
Myeloid diff 2 GFP+ MAC1+ %: further read-out of Myeloid diff 2, marked with its call; GFP+ MAC1+ double positive, %; measured here: differentiation confirmed by MAC1 staining
The depositor's hits bear a star; i = inactive; nt = no result given.

SMILES	Ins promoter up	Ins promoter up cell count	West Nile virus CPE	T cell HTS	T cell HTS vesicle-bound %	WT yeast gro inh	WT yeast gro inh mutant strain	Myeloid diff 2	Myeloid diff 2 GFP+ MAC1+ %	Hep lipid drop	Hep lipid drop cells 6.5 µM	b-catenin transl	b-catenin transl cell count 5 µM	Autophagy mod	Autophagy mod cell loss 18 h	MT stabilizer	MT stabilizer Hoechst-high %	MT stabilizer cytotoxicity %
CC(c1cccnc1)N(C(=O)Nc1ccccc1)C1CCCCC1 (stereo unspecified)	-2.5	978	-0.3%	i	23	9	3	i	1.5	nt	nt	-1.1	1158	i	2	7.2	2.3	2.8
CCOc1ccc(C2(C)CC(=O)N(C)C2=O)cc1 (stereo unspecified)	nt	nt	0.0%	i	62	nt	nt	i	0.7	1	794	nt	nt	nt	nt	nt	nt	nt
Cc1cc2c(ncn2C)c(NS(=O)(=O)c2ccc(F)cc2)c1C	0.06	1229	nt	i	56	18	-5	i	0.9	-24	689	-4.0	1100	i	2	1.7	1.3	2.6
CCOC(=O)c1ccc(NC(=O)Cn2ccc([N+](=O)[O-])n2)cc1	0	1535	-0.5%	i	52	7	11	i	0.5	-13	720	-5.1	1105	i	14	1.2	1.1	0.3
Cc1ccsc1CN1CCN(c2ccccn2)CC1	-0.17	1775	-0.2%	i	29	20	10	i	1.4	15	602	-0.4	1058	i	3	3.9	2.8	3.7
Cn1c(Cc2ccccc2)n[nH]c1=S	0.21	1324	0.2%	i	42	-9	-2	i	0.7	5	626	-0.4	1085	i	0	4.9	2.7	3.4
Cc1ccc(C(=O)c2c(NC(=O)CSc3nnc(N)s3)sc3c2CCCC3)cc1	-0.42	1181	-1.5%	i	7	5	-11	i	2.2	2	538	2.6	1071	i	-4	1.3	1.5	7.1
CC(C)(C)OC(=O)N[C@@H](Cc1ccccc1)c1nnc(S(=O)(=O)Cc2ccccc2)o1	-0.08	1227	0.4%	i	29	20	6	nt	nt	nt	nt	1.8	1294	i	-4	1.3	1.2	5.9
C/C=C(\C)C(=O)N1CCC(C(=O)c2ccccc2)CC1	nt	nt	0.4%	i	25	nt	nt	i	0.6	10	423	nt	nt	nt	nt	nt	nt	nt
Cc1ccccc1OCCNCC(C)O (stereo unspecified)	nt	nt	-0.3%	i	52	-1	-4	i	0.8	3	727	-1.8	1005	i	4	2.0	1.4	4.7
CN1CCN(NC(=O)/C=C/c2ccc(C(C)(C)C)cc2)CC1	nt	nt	-0.5%	i	9	nt	nt	i	3.0	0	855	nt	nt	nt	nt	nt	nt	nt
Cc1cc(Cl)c(S(=O)(=O)N2CCCC2)cc1OCC(N)=O	0.27	1236	1.8%	i	22	-10	6	i	0.4	-18	655	-0.9	1114	i	-7	2.6	2.1	1.6
CC(=O)NS(=O)(=O)c1ccc(NS(=O)(=O)c2ccccc2[N+](=O)[O-])cc1	0.06	1111	0.5%	i	2	nt	nt	i	0.3	-7	638	-0.9	1384	nt	nt	nt	nt	nt
COC(=O)CCC(=O)c1oc2ccccc2c1N	1.1	1230	0.3%	i	36	16	24	i	0.7	nt	nt	-3.3	1020	i	-3	0.5	0.9	7.3
Cc1cc(Cl)ccc1OCC(=O)Nc1ccncc1	nt	nt	0.2%	i	65	nt	nt	i	0.4	-4	801	nt	nt	nt	nt	nt	nt	nt
O=C(COc1ccc(Br)cc1)NCCNC(=O)c1ccncc1	nt	nt	0.2%	i	60	nt	nt	i	0.8	3	884	nt	nt	nt	nt	nt	nt	nt
Cn1cccc1/C=N/NC(=O)c1ccccn1	0.03	998	0.0%	i	38	nt	nt	i	0.2	0	616	0.6	1297	nt	nt	nt	nt	nt
CC1(C)Cc2c(sc(NC(=O)COc3ccc(Cl)cc3)c2C(N)=O)C(C)(C)N1	nt	nt	-0.6%	i	71	nt	nt	i	0.5	22	720	nt	nt	nt	nt	nt	nt	nt
C#CCOCCOCCOCCNc1nc(N2CCN(C(=O)[C@H](CCC(=O)O)n3cc(C(N)Cc4ccc(O)cc4)nn3)CC2)nc(N2CCN(C(=O)[C@H](Cc3ccc(O)cc3)n3cc(C(N)CC(C)C)nn3)CC2)n1 (stereo partly specified)	0.83	746	-0.1%	nt	nt	nt	nt	nt	nt	7	737	-0.6	1305	nt	nt	nt	nt	nt
CCCn1c(=O)c2ccccc2n2c(SCCOc3ccc(C)cc3)nnc12	nt	nt	-0.5%	i	15	15	7	i	0.9	nt	nt	-5.6	998	i	11	3.3	1.4	2.1

Entries of single compounds, looked up by structure. Values in the order: Ins promoter up	Ins promoter up cell count	West Nile virus CPE	T cell HTS	T cell HTS vesicle-bound %	WT yeast gro inh	WT yeast gro inh mutant strain	Myeloid diff 2	Myeloid diff 2 GFP+ MAC1+ %	Hep lipid drop	Hep lipid drop cells 6.5 µM	b-catenin transl	b-catenin transl cell count 5 µM	Autophagy mod	Autophagy mod cell loss 18 h	MT stabilizer	MT stabilizer Hoechst-high %	MT stabilizer cytotoxicity %
`Cc1ccc(C(=O)c2c(NC(=O)CSc3nnc(N)s3)sc3c2CCCC3)cc1` as listed: -0.42	1181	-1.5%	i	7	5	-11	i	2.2	2	538	2.6	1071	i	-4	1.3	1.5	7.1
`COC(=O)CCC(=O)c1oc2ccccc2c1N` as listed: 1.1	1230	0.3%	i	36	16	24	i	0.7	nt	nt	-3.3	1020	i	-3	0.5	0.9	7.3
`Cc1cc(Cl)c(S(=O)(=O)N2CCCC2)cc1OCC(N)=O` as listed: 0.27	1236	1.8%	i	22	-10	6	i	0.4	-18	655	-0.9	1114	i	-7	2.6	2.1	1.6

(further entries)
SMILES	Ins promoter up	Ins promoter up cell count	West Nile virus CPE	T cell HTS	T cell HTS vesicle-bound %	WT yeast gro inh	WT yeast gro inh mutant strain	Myeloid diff 2	Myeloid diff 2 GFP+ MAC1+ %	Hep lipid drop	Hep lipid drop cells 6.5 µM	b-catenin transl	b-catenin transl cell count 5 µM	Autophagy mod	Autophagy mod cell loss 18 h	MT stabilizer	MT stabilizer Hoechst-high %	MT stabilizer cytotoxicity %
Cc1ccc(-c2cc(C(F)(F)F)n3ncc(C(=O)NCc4ccco4)c3n2)cc1	0.31	1018	-0.2%	i	29	-27	-32	i	0.6	nt	nt	-3.8	975	i	-10	2.5	1.7	8.4
Cc1cc(=O)oc2c(C)c(OC(C)C(=O)NCC3CCC(C(=O)O)CC3)ccc12 (stereo unspecified)	nt	nt	-0.3%	i	31	nt	nt	i	1.4	-5	799	nt	nt	nt	nt	nt	nt	nt
O=C(Nc1ccnn1C1CCN(Cc2ccccc2OCCO)CC1)c1cccc(F)c1	nt	nt	-1.0%	i	21	nt	nt	i	0.3	8	662	nt	nt	nt	nt	nt	nt	nt
COCCN(CCOC)S(=O)(=O)c1ccc(C(=O)Nc2nc3c(s2)CCc2ccccc2-3)cc1	-0.36	1260	-0.4%	i	44	-16	11	i	4.7	8	633	nt	nt	i	6	3.3	3.1	5.7
O=C(NC1CCCC1)C1CCCN(S(=O)(=O)c2ccc(-n3cnnn3)cc2)C1 (stereo unspecified)	0.92	1253	-0.9%	i	30	-5	2	i	1.1	nt	nt	-0.2	1170	i	-3	6.4	1.6	4.4
CCCCNC(=O)c1[nH]c(C)c(C(C)=O)c1C	-1	1175	0.3%	i	64	-17	15	i	0.0	2	744	-1.2	1101	i	1	2.2	3.1	3.8
Cc1cc(C(=O)NNC(=O)c2cccs2)nn1C(C)(C)C	nt	nt	-0.1%	i	20	nt	nt	i	0.9	8	886	nt	nt	nt	nt	nt	nt	nt
COc1ccc(NC(=O)CSc2nnc(CNC(=O)COc3ccc(Cl)cc3)o2)c(OC)c1	-0.22	1409	-0.1%	i	33	-8	-7	i	0.5	nt	nt	-2.8	907	i	6	2.8	2.3	10
Cc1ccc(-c2nn3c(C)nnc3s2)cc1NC(=O)c1cccnc1	-0.16	1273	0.1%	i	10	-8	11	i	0.5	nt	nt	-2.9	1035	i	-1	3.0	2.2	4.9
Cc1ccc(S(=O)(=O)N2CCN(CC(O)COc3ccccc3)CC2)cc1 (stereo unspecified)	nt	nt	-0.9%	i	44	nt	nt	i	0.5	17	723	nt	nt	nt	nt	nt	nt	nt
CCC1CCCCN1CCCNC(=O)C1CCN(c2nnc(-n3cccc3)s2)CC1 (stereo unspecified)	nt	nt	0.5%	i	12	nt	nt	i	1.7	-1	680	nt	nt	nt	nt	nt	nt	nt
COc1ccccc1N1CCN(C(=O)CN(c2ccccc2OC)S(=O)(=O)c2ccccc2)CC1	-0.31	1259	-0.5%	i	39	16	-2	i	1.9	0	727	-0.7	1181	i	-6	1.5	2.7	15
Cc1cc(C)c(S(=O)(=O)NC2CC(C)(C)NC(C)(C)C2)cc1Br	nt	nt	0.7%	i	62	nt	nt	i	0.4	-10	833	nt	nt	nt	nt	nt	nt	nt
O=C(Nc1ccc(S(=O)(=O)NCC2CCCO2)cc1)C1CC(=O)N(c2ccccc2)C1 (stereo unspecified)	nt	nt	0.7%	i	19	nt	nt	i	0.3	-14	814	nt	nt	nt	nt	nt	nt	nt

Compounds were not picked by outcome; any-hit rate near 3.9%.
